Nrf2 ARE act: activators of Nrf2 (ARE) signaling; AREc32 ARE-luciferase reporter (MCF7-derived line), luminescence, 24 h; Potency, µM (highest dose often 46.1 µM), for inactives: top-dose activation, hits mostly activators; hit rate 0.31% among 410,000; note: potency is the fitted concentration of half-maximal effect; % of control where 0% means no effect; nearly all actives have a fitted effect of over 65% in size
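Luminescent ARE reporter assay in AREc32_Fluc cells: overnight plating at 37 deg C, 24 hr compound incubation, Steady-Glo added, 30 min RT before reading.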
EPAC2 ag: EPAC2 (human) agonism | Q8WZA2 | EPAC2 activation, biochemical qHTS; response scale: 100% = 6.5 mM cAMP response | Potency, µM (highest dose often 154 µM), for inactives: at the top dose activation, hits mostly activators | hit rate 0.079% among 360,000 | AID 720711; note: potency is the fitted concentration of half-maximal effect; nearly all actives have a fitted effect of over 50% in size
Target sequence (Q8WZA2 whole entry, looked up): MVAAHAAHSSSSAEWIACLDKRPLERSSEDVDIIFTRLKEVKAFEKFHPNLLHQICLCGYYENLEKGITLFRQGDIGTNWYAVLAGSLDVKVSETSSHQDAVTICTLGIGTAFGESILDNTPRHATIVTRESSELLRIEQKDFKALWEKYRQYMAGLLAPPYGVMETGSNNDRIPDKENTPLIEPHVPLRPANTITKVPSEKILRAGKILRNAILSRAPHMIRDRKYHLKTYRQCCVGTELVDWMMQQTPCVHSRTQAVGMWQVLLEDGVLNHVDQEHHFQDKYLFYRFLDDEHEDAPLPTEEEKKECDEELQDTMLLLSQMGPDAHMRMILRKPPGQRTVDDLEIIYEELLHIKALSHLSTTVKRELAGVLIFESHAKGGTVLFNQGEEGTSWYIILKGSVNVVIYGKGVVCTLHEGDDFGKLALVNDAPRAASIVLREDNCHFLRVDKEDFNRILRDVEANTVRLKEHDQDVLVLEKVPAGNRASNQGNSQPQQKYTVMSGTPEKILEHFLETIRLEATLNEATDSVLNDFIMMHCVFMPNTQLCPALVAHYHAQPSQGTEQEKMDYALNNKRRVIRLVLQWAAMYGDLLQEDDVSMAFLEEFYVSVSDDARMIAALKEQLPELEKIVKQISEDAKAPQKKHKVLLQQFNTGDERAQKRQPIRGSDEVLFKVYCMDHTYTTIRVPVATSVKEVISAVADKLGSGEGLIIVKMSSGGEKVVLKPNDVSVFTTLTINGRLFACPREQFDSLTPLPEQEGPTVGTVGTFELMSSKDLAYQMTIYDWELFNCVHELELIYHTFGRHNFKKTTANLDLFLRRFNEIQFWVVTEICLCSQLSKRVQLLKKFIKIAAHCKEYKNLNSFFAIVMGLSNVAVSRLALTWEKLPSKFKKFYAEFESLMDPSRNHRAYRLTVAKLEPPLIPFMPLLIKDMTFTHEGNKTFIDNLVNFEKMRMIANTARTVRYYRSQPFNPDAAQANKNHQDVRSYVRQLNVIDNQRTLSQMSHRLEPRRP
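In this primary screen, activation is scored as increased exchange of BODIPY-GDP from Rap1B by 100 nM EPAC2, with 50 uM GDP as competitor. Signal is normalized to the 6.5 mM cAMP agonist control.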
IL2 activator: activates IL-2 in a cell-based reporter assay; IL-2 activation reporter assay, cell-based qHTS; stimulated with anti-CD3/CD4/CD28 beads; in transgenic mouse T cells; activation, % (series mostly up to about 46 µM); hit rate 0.065% among 360,000; in the data active = activation above about 50%; inconclusive = mostly about 30% to 49%; note: 0% is about no effect
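Quantitative HTS in unstimulated transgenic mouse T cells, with memory T cells as non-tolerant control and PMA/ionomycin as tolerance-bypass control. Compound pretreatment lasted 60 minutes before 18 h bead stimulation; EGFP/DsRed fluorescence read.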
TGFb inhibitor: TGF-b pathway inhibition; HepG2 CAGA-GFP TGF-b/SMAD3 reporter, GFP fluorescence, 18 h; TGF-beta stimulated, 500 pg/mL final; Potency, µM (highest dose often 46.1 µM), without a hit: top-dose activity, negative = inhibition, hits mostly inhibitors; hit rate 1.2% among 410,000; AID 588855; note: potency is the fitted concentration of half-maximal effect; % is set by controls: 0 for no effect and ±100 for the full control effect; nearly all actives have a fitted effect of over 65% in size
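Cell-based qHTS in HEPG2 carrying a CAGA-GFP Smad reporter; compounds added before 500 pg/mL final TGF-beta, 18 h incubation at 37 degrees C, GFP fluorescence quantified per cell by imaging cytometry.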
S2 tox: cell viability loss in ATXN counter-screen; S2 cells (HEK-293 line with an ATXN2-luciferase reporter) viability, CellTiter-Fluor protease fluorescence, 24 h; Potency, µM (titrated, usually from 56.7 µM), usual class: cytotoxic; hit rate 0.49% among 400,000; AID 651635; note: potency is the fitted concentration of half-maximal effect; nearly all actives have a fitted effect of over 40% in size
A549 tox: counter-screen for Nrf2 inhibitors: cytotoxicity in A549 cells; A549 ARE-Fluc cells, CellTiter-Fluor viability, 18-24 h; Potency, µM (highest dose often 46 µM), inactives show at the highest dose activity change, negative = cytotoxicity, hits mostly inhibitors; hit rate 0.16% among 390,000; note: potency is the fitted concentration of half-maximal effect; % is set by controls: 0 for no effect and ±100 for the full control effect
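A549 ARE_Fluc cells in 5% FBS OPTI-MEM were exposed to compounds in concentration-response for 18-24 h at 37 deg C. Viability was read by CellTiter-Fluor fluorescence (Ex 405/Em 525) after 30 min, before the luciferase read.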
HepG2 tox: kills HepG2 cells in TGF-b inhibitor counter-screen | hit rate 0.76% among 410,000 | HepG2 CAGA-GFP viability, ATP luminescence, 18 h | Potency, µM (highest dose often 46.1 µM), inactives show top-dose activity change, negative = cytotoxicity, most hits filed as cytotoxic | AID 588856; note: potency is the fitted concentration of half-maximal effect; some results filed as inactive show a strong effect at the top dose
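HepG2 CAGA-GFP cells (1000/well, DMEM with 1% FBS) received compound, then TGF-beta at 500 pg/mL final, and were incubated 18 hours at 37 degrees C. Viability was read by CellTiter-Glo luminescence. Media-only wells were set as complete cell-killing and DMSO as no toxicity.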
Nrf2 block: blocks Nrf2 signaling | A549 ARE-Fluc reporter, luciferase luminescence, 18-24 h | Potency, µM (series often up to 46 µM), inactives show at the top dose activity change, negative = inhibition, hits mostly inhibitors | hit rate 2.1% among 360,000; note: potency is the fitted concentration of half-maximal effect; % is set by controls: 0 for no effect and ±100 for the full control effect; nearly all actives have a fitted effect of over 60% in size
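Nrf2 activity is the BugLite luminescence, read 15 min after reagent at room temperature, following CellTiter-Fluor cytotoxicity readout (30 min, 37C). Compound titrations were applied for 18-24 h to 5000 A549 ARE_Fluc cells/well in 5% FBS OPTI-MEM.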
ATXN2 expr inh: ATXN2 expression inhibition; HEK-293 ATXN2-luciferase reporter, luminescence, 24 h; Potency, µM (highest dose often 57 µM), without a hit: top-dose activity change, negative = inhibition, most hits filed as inhibitors; hit rate 0.72% among 360,000; note: potency is the fitted concentration of half-maximal effect; % is set by controls: 0 for no effect and ±100 for the full control effect; nearly all actives have a fitted effect of over 55% in size
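qHTS (up to 57 uM final) was run with 24 h compound exposure of reporter cells at 37 °C. Each well was multiplexed: SteadyGlo luminescence measured ATXN2-luciferase expression after a fluorogenic Gly-Phe-AFC viability readout (25 uM final).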
* hit, by the source's call; i = inactive; u = inconclusive; x = not tested or not shown; [ ] = remark or other dose. Unless noted, calls come from the whole dose curve; as a rule, active = well fitted curve in the direction sought with a large enough effect; inconclusive = small, poorly fitted or top-dose-only effect, or another doubt; inactive = no such curve, though single readings can be large; an effect the other way counts as inactive or inconclusive.

SMILES	Nrf2 ARE act	EPAC2 ag	IL2 activator	TGFb inhibitor	S2 tox	A549 tox	HepG2 tox	Nrf2 block	ATXN2 expr inh
CC(C)(OC(=O)c1ccc(C(F)(F)F)cc1)c1cc2ccccc2c(=O)o1	3.3%	-1%	-0.3	-16%	i	-7%	-14%	-13%	9%
CCOC(=O)C1=CCC(c2ccccc2)N(S(=O)(=O)c2ccccc2[N+](=O)[O-])C1 (stereo not drawn)	12%	12%	0.5	u	u	x	-4%	x	8%
O=C(COC(=O)/C=C/c1ccco1)Nc1cccc([N+](=O)[O-])c1	u	13%	0.2	-9%	i	3%	-16%	15%	-2%
CN(C/C=C/c1ccccc1)C1CCCCC1	-0.8%	-1%	-1.7	1%	i	8%	0%	12%	-17%
CCCCN(Cc1ccco1)S(=O)(=O)c1c[nH]c(C(=O)OC)c1	0.1%	0%	-2.3	u	i	-2%	-18%	4%	4%
CCCNC(=O)C1(C)CCCN(Cc2ccccc2-c2ccccc2)C1 (stereo not drawn)	-0.2%	8%	-0.7	-12%	i	x	-22%	x	-2%
CCCCC(=O)Nc1ccc(N2CCN(c3ccc(F)cc3)CC2)cc1	-0.6%	12%	0.3	0%	i	-3%	8%	-1%	-8%
CCCCOc1ccc(C(=O)N/C(=C\c2ccc(OC)cc2)C(=O)OCc2ccco2)cc1	2.5%	-2%	-0.8	0%	i	-12%	22%	u	3%
CCc1c(C)nc2ncnn2c1N1CCC(C(=O)Nc2ccc(C)cc2)CC1	3.4%	3%	-3.3	-26%	i	-1%[1.84 µM]	-9%	13µM*	u
O=C(c1ccco1)N1CCC(c2nc3c(nnn3Cc3ccccc3Cl)c(=O)[nH]2)CC1	0.5%	3%	0.8	0%	i	-14%	4%	-8%	6%
Cc1nc(C(=O)Nc2ccccc2)sc1C(=O)Nc1ccccc1	7.0%	-4%	-0.2	2%	i	-1%	-14%	4%	29%
C[C@H]1CN([C@@H](C)CO)C(=O)c2cc(NS(=O)(=O)c3ccc(Cl)cc3)ccc2O[C@@H]1CN(C)CC1CCCCC1	3.9%	-5%	2.0	u	u	-2%	-45%	-10%	-19%
Cc1ccc2nc(-c3ccncc3)c(NC3CCCCC3)n2c1	2.2%	3%	-2.8	-1%	x	-3%	-1%	23%	-10%
CC1Cc2ccccc2N1CC(=O)c1c(N)n(Cc2ccccc2)c(=O)n(C)c1=O (stereo not drawn)	0.1%[9.22 µM]	15%	1.1	-10%	i	16%	-22%	-11%	-10%
O=C1C(=O)N(CCN2CCOCC2)C(c2ccc(Cl)c(Cl)c2)/C1=C(/O)c1ccc2c(c1)OCO2 (stereo not drawn)	1.7%	-9%	0.1	6%	i	-1%	-1%	-5%	-7%
CCN(Cc1ccncc1)C(=O)c1cc(COc2c(C)cccc2C)on1	3.3%	-7%	-2.8	u	i	-5%	-26%	10%	13%
O=C(NCC(c1ccco1)N1CCN(c2ccccc2F)CC1)OCc1ccccc1 (stereo not drawn)	0.3%	26%	0.4	0%	i	-1%	-34%	20%	13%
O=C(Nc1n[nH]c(C2CCCCC2)n1)C1CCCCC1	-0.6%	1%	-0.7	-14%	i	2%	4%	26%	47%[activator]
O=C(c1ccccc1)N1CCN(C(=O)c2nn3c(C(F)(F)F)cc(-c4ccco4)nc3c2Cl)CC1	2.2%	6%	-0.5	1%	i	-4%	-10%	u	5%
Cn1c(N)c(C(=O)COC(=O)CCC2CCCCC2)c(=O)n(C)c1=O	-0.6%	-3%	-3.8	4%	i	-2%	-5%	-28%	-16%
CCCCCNC(=O)c1cccnc1SCC(=O)Nc1ccccc1OC	0.0%	-11%	-0.3	4%	i	-9%	6%	-17%	12%
CCN(CC)CCCn1c2c(c(SCC(=O)Nc3nc(C)cs3)nc1=O)CCC2	-0.3%	0%	-3.4	15%	i	0%	5%	-11%	6%
CNc1nc2sc3c(c2c(=O)n1C)CC(C)(C)SC3	2.3%	0%[15.6 µM]	-0.3	-26%	u	-4%	-25%	-2%	1%
CCN(CC)C(=O)C1=C(C)N(Cc2ccc(OC)cc2)C(=O)C(CC(=O)NCc2cccc3ccccc23)C1 (stereo not drawn)	-0.4%	13%	-2.7	2%	i	x	-16%	x	-9%
CCOc1ccc(CNC(=O)CN2N=C(c3ccccc3)CCC2=O)cc1OC	-0.2%	x	x	-20%	x	-2%	-16%	x	x
Cc1c(NC(=O)Nc2c(Cl)cccc2Cl)c(=O)n(-c2ccccc2)n1C	0.0%	3%	-0.7	-8%	i	-1%	2%	4%	x
CCOC(=O)C1(CCCc2ccccc2)CCN(S(=O)(=O)N(C)C)CC1	0.4%	8%	-4.7	-15%	i	4%	-17%	u	-23%
CC(=O)c1cccc(CN2CCCCC2C(=O)Nc2ccc(Oc3ccccc3)nc2)c1 (stereo not drawn)	5.3%	23%	-1.1	u	i	-15%	3%	u	-8%
CCOC(=O)N/N=C/c1c(F)cccc1F	0.0%	11%	0.1	-3%	i	-5%	-1%	1%	31%[activator]
Cc1ccc(S(=O)(=O)c2nc(C(C)(C)C)oc2N2CCOCC2)cc1	-1.0%	-2%	3.2	8%	i	-4%	1%	6%	7%
Cc1cc(CCNC=O)c(C)c2c1oc1ccccc12	2.0%	-6%	-2.7	-15%	i	0%	-11%	14%	0%
CC(C)CNC(=O)COC(=O)c1cc(S(=O)(=O)N(C)C)ccc1N1CCCC1	1.5%[9.22 µM]	-6%	-3.2	0%	i	2%	2%	11%	-9%
Cc1cccc(-c2noc(CN(C3CCCCC3)S(=O)(=O)c3ccc(F)cc3)n2)c1	-0.1%	x	x	-19%	x	2%	-11%	u	x
CCCCCn1c(CCCNC(=O)c2ccccc2OC)nc2ccccc21	3.9%	x	x	u	u	-4%	-44%	-15%[9.27 µM]	u
CCOc1cc2[nH]c(=O)n(CCC(=O)NCCc3ccc(OC)c(OC)c3)c(=O)c2cc1OCC	-0.2%	-9%	-2.1	3%	i	-8%	3%	12%	5%
COc1cc2c(cc1OC)C(COc1cccc(C(F)(F)F)c1)N(C(=O)c1ccc(S(=O)(=O)N3CCCC3)cc1)CC2 (stereo not drawn)	0.1%	x	x	4%	i	4%	-16%	x	7%
Cc1cc(NC(=O)NN2CCOCC2)nn1-c1c(Cl)cc(Cl)cc1Cl	-0.3%	7%	-0.9	-21%	i	0%	-5%	u	x
CCOc1cc(/C=N/NC(=O)C(=O)Nc2cc(Cl)ccc2C)ccc1O	6.4%	8%	-0.1	-11%	i	-4%	-11%	-5%	-15%
C=CCNc1cc(N2CCCC2)ccc1[N+](=O)[O-]	0.5%	-2%	-0.8	11%	i	-17%	-12%	0%	-6%
COC(=O)c1nn(-c2ccccc2)c(Sc2ccc(C)cc2)c1/C=N/O	-0.1%	0%	3.1	-1%	u	-5%	-22%	-6%	-2%
CS(=O)(=O)N(CC(=O)N1CCCC1)c1cc(C(F)(F)F)ccc1Cl	-0.1%	9%	-3.9	6%	i	9%	-12%	u	-8%
CCOc1ncccc1C(=O)OCC(=O)N(CC(C)C)c1c(N)n(Cc2ccccc2)c(=O)[nH]c1=O	0.7%	7%	0.0	-15%	i	0%	-9%	-3%	5%
CC(/C=C/C=C/c1ccccc1)=N/NC(=O)C(O)c1ccccc1 (stereo not drawn)	8.7%	9%	-0.3	3%	i	1%	-7%	9%	19%
O=C(CN(C(=O)c1csnn1)c1cccc(Cl)c1)NC1CCCCC1	-0.4%	-1%	2.0	-12%	i	2%	-37%	-3%	8%
O=C(CC1C(=O)NCCN1CC1CCCCC1)NCc1ccc(F)cc1 (stereo not drawn)	-0.1%	-9%	-1.5	5%	i	1%	-5%	-5%	5%
O=C(C1CCN(Cc2ccc(F)cc2)CC1)N(CCc1ccccc1)Cc1ccccc1	4.2%	5%	-0.4	u	i	u	-86%	u	4%
OC(C#CCN1CCCC1)(c1ccccc1)c1cccnc1 (stereo not drawn)	2.4%	-5%	0.3	0%	x	0%	-21%	7%	-9%
CC1(C)C2CCC1(CS(=O)(=O)N1CCCc3ccccc31)C(=O)C2 (stereo not drawn)	-0.5%	3%	1.2	5%	i	-1%	-3%	x	6%
COc1cc2ncc(C(=O)c3ccccc3)c(N3CCN(Cc4ccccc4)CC3)c2cc1OC	-0.1%	-2%	-2.5	u	u	u	-1%	u	0%
COC(=O)c1ccc(NC(=O)CCN2C(=O)C3C4CCC(C4)C3C2=O)cc1 (stereo not drawn)	0.4%	0%	-3.4	-6%	i	14%	-15%	3%	0%
COc1ccc2cc(CNc3ccc(C)cc3)c(=O)n(CC(=O)Nc3ccc(C)cc3Cl)c2c1	0.5%	x	x	-7%	i	8%	-20%	u	-4%
COC(=O)C1C2OC(C(Br)C2Br)C1C(=O)OC (stereo not drawn)	-0.1%	6%	-1.9	6%	u	x	3%	x	x
CC(=O)NCCNc1nc2c(-c3ccc(C)cc3)nnn2c2ccccc12	1.6%	x	x	u	i	-1%	1%	8%	23%
CN(C)c1ncc(C(=O)O)cn1	0.1%	11%	0.9	17%	i	5%	-16%	4%	-2%

Part of the list above, bar-delimited:
compound | Nrf2 ARE act | EPAC2 ag | IL2 activator | TGFb inhibitor | S2 tox | A549 tox | HepG2 tox | Nrf2 block | ATXN2 expr inh
OC(C#CCN1CCCC1)(c1ccccc1)c1cccnc1 (stereo not drawn) | 2.4% | -5% | 0.3 | 0% | x | 0% | -21% | 7% | -9%
CCOc1ncccc1C(=O)OCC(=O)N(CC(C)C)c1c(N)n(Cc2ccccc2)c(=O)[nH]c1=O | 0.7% | 7% | 0.0 | -15% | i | 0% | -9% | -3% | 5%
COC(=O)C1C2OC(C(Br)C2Br)C1C(=O)OC (stereo not drawn) | -0.1% | 6% | -1.9 | 6% | u | x | 3% | x | x
